Screens deposited in PubChem BioAssay by several laboratories.
PfHsp40 yeast: compounds rescuing yeast from Plasmodium falciparum HSP40 toxicity | S. cerevisiae expressing PfHsp40, growth rescue, ATP luminescence | growth rescue, % at 12.5 µM | 0.68% of 340,000 active | AID 504582; in the data active means growth rescue above about 28%, passing the limit was not always enough; inconclusive means no clear call, values can overlap the other calls;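 further: yeast W303a lacking pdr1 and pdr3 grown in galactose medium; growth measured after three days at 30 °C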
BoNT F protease: inhibitors of Botulinum neurotoxin F light chain protease; Multiplex microsphere protease cleavage assay, flow cytometry; inhibition, % at 10 µM; 0.22% of 360,000 active; AID 588497; in the data active means inhibition above about 35%, passing the limit was not always enough; inconclusive means no clear call, values can overlap the other calls; further: plate controls were buffer without enzyme for full effect and enzyme alone for no effect
Mtb UGM inh: inhibitors of M. tuberculosis UDP-galactopyranose mutase; P9WIQ1; purified UGM, fluorescence polarization probe displacement; inhibition, % at 10 µM; 0.06% of 320,000 active; in the data active means inhibition above about 10%, passing the limit was not always enough; inconclusive means no clear call, values can overlap the other calls
Target sequence (P9WIQ1 whole entry, looked up): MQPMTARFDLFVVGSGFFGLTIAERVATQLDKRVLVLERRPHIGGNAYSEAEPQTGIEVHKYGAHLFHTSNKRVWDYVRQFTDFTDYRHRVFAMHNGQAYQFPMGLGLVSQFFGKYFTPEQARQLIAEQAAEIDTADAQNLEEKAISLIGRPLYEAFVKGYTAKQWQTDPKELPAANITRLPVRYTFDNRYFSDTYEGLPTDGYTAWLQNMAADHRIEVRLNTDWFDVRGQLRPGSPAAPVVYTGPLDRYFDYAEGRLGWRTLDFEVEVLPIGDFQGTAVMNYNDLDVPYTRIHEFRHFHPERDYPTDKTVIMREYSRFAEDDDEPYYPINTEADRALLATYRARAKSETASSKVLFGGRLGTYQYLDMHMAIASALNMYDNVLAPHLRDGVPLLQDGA
GDH-TPI inh: counter-screen for M. tuberculosis FBA inhibitors: GDH-TPI coupled enzymes; GDH-TPI coupled enzyme counterscreen, NADH absorbance; inhibition, % at 4.8 µM; 1.2% of 360,000 active; AID 588335; in the data active means inhibition above about 30%;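 further: 0% = DMSO wells and 100% = wells lacking the enzyme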
Anthrax LF inh2: anthrax lethal factor protease inhibition. inhibition, % at 10 µM. 0.12% of 360,000 active. multiplex microsphere protease cleavage assay, LF. P15917; further: plate controls were buffer without enzyme for full effect and enzyme alone for no effect
BoNT-A LC inh2: blocks Botulinum neurotoxin A light chain protease. multiplex microsphere protease substrate cleavage, flow cytometry. inhibition, % at 10 µM. 0.17% of 360,000 active; further: plate controls were buffer without enzyme for full effect and enzyme alone for no effect
FBA Mtb inh: Mtb fructose-bisphosphate aldolase inhibition. P9WQA3. purified M. tuberculosis FBA, fluorescence read-out. inhibition, % at 1 µM. 2.3% of 360,000 active; in the data active means inhibition above about 27%;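 further: 0% = vehicle and 100% = reference inhibitor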
Target sequence (P9WQA3 whole entry, looked up): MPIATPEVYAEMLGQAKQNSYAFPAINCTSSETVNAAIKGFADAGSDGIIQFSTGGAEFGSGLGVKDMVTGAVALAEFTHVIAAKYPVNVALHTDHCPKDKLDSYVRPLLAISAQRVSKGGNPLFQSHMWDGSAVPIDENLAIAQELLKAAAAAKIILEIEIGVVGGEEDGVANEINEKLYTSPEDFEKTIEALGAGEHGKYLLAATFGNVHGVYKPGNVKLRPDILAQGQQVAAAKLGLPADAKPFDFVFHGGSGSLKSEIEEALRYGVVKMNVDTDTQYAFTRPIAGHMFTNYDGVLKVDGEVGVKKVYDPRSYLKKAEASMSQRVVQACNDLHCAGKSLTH
BioA inh: inhibitors of Mycobacterium tuberculosis BioA enzyme | purified M. tuberculosis BioA enzyme, plate reader | inhibition, % at 9.99 µM | 0.096% of 360,000 active | AID 602481; in the data active means inhibition above about 40%; inconclusive means no clear call, values can overlap the other calls
FadD28 FP inh: blocks FadD28 binding to the bisubstrate probe. inhibition, % at 12.5 µM. fluorescence polarization. 0.22% of 360,000 active; in the data active means inhibition above about 8.5%, passing the limit was not always enough; inconclusive means no clear call, values can overlap the other calls
* marks the source's active call; other numbers are inactive results; ? = inconclusive; nt = not tested or not shown; & = joins results of further samples. Unless noted, no stated cut-off is given here; in the data, active means inhibition above about 30%; inconclusive means no clear call, values can overlap the other calls; inactive means below that.

Second line of a record: BoNT-A LC inh2, BioA inh, BoNT F protease, Mtb UGM inh, PfHsp40 yeast, FBA Mtb inh, GDH-TPI inh, Anthrax LF inh2, FadD28 FP inh
[1] Cc1nn(-c2ccccc2)c(C)c1C(=O)N1CCN(S(=O)(=O)c2ccccc2)CC1
    nt, 1.9, nt, 2.8, -0.6, 3, -9, nt, 1.5
[2] C=CCN(Cc1cccc(OC)c1OC)C(=O)Oc1ccccc1
    nt, -0.5, nt, -0.1, 0.0, -1, -9, nt, -2.5
[3] O=C(CN(CCc1ccccc1)S(=O)(=O)c1ccc(Br)cc1)N/N=C/c1ccc2c(c1)OCO2
    0.0, nt, -3, -1.3, 0.1, -4, 0, 0, -0.4
[4] O=c1ccc2c(-c3ccccc3S(=O)(=O)O)c3ccc(O)c(O)c3oc-2c1O
    -1.6, 9.8, -10, 3.5, -0.1, -8, 12, -9, 4.5
[5] Cc1ccc(NC(=O)CSc2nc3ccccc3c(=O)n2CC2CCCO2)cc1 (stereo unspecified)
    9.8, -1.5, 24, 0.5, -0.3, 4, -5, 5, -0.9
[6] CCCCC(CC)C(=O)Nc1ccc(Nc2ccccc2)cc1 (stereo unspecified)
    -0.3, nt, -10, 0.5, 8.1, 1, -1, -7, -3.9
[7] COc1ccc(CNC(=O)Nc2nc(C(N)Cc3ccc(Cl)cc3)cs2)cc1 (stereo unspecified)
    -0.6, 0.0, -23, nt, nt, -2, -4, -16, -3.9
[8] Cc1cc2c(NC(=O)Nc3ccc(C(C)(C)C)cc3)cccc2nn1
    ?, nt, ?, 0.4, -0.2, -1, 4, -21, -2.4
[9] Cn1c(-c2ccc(F)cc2)cnc1SCC(=O)NNC(=O)Cc1ccccc1
    0.1, nt, -1, -3.5, 1.3, -7, -3, -3, -3.2
[10] CC(=O)Nc1cccc(C(=O)N/N=C/c2ccccc2F)c1
    0.7, nt, 2, -1.4, -2.1, -6, 12, 0, -0.8
[11] OC(c1cc(F)cc(Cl)c1)c1ncc(-c2ccccc2Cl)[nH]1 (stereo unspecified)
    -0.5, -0.7, -8, nt, nt, -1, 5, 0, -3.8
[12] Cc1cc(C)n(-c2nc3ccccc3c(=O)n2OCC(C)C)n1
    2.1, 4.1, 9, 3.9, 12, 0, 0, 2, nt
[13] COc1ccc(OC)c(-c2nc3ccccc3nc2-c2ccccc2)c1
    -8.3, nt, ?, 0.1, -0.2, 1, 17, -5, -1.8
[14] Cc1nc(CCNC(=O)C2CCC(=O)N(Cc3ccc(Cl)cc3)C2)sc1C (stereo unspecified)
    2.3, -4.4, 10, nt, 1.3, 1, -7, -3, 1.4
[15] COc1ccc(N2CC(C)(C)[C@H](CC(=O)Nc3ccccc3)C2=O)cc1
    -0.2, nt, -2, nt, nt, 1, -5, -5, -1.3
[16] COc1ccc(C(O)c2nccn2Cc2ccccc2)cc1 (stereo unspecified)
    -0.8, nt, -10, -0.6, -0.1, -1, 18, 0, 0.0
[17] CC(Sc1cccc[n+]1[O-])C(=O)Nc1cccc(S(=O)(=O)N2CCOCC2)c1 (stereo unspecified)
    -0.3, 17, -5, -2.3, 3.6, 1, 0, 2, -1.1
[18] COc1ccc2c(c1)c(C(C)=O)c(C)n2C
    0.1, nt, -2, 1.8, 1.0, -1, 4, -4, -4.4
[19] Cc1csc2nc(CNS(=O)(=O)c3ccc4c(c3)CCCC4)cn12
    0.2, -1.9, -4, -1.0, 0.2, 5, 7, -11, -1.2
[20] Cc1ccc(C)c(-c2nnc(NC(=O)Cc3ccc(F)cc3)o2)c1
    -3.5, -1.4, -3, 2.2, -0.8, 0, -9, 0, -4.1
[21] O=C(N=C1SC2CS(=O)(=O)CC2N1c1ccc(F)c(Cl)c1)C1CCCO1 (stereo unspecified)
    0.1, -1.9, -6, -0.8, 0.4, -3, -5, 3, -3.2
[22] COC(=O)c1c(C(=O)OC)c2cccc3cc(-c4ccccc4)c4ccc1c4n32
    0.0, -0.6, -23, 0.8, -1.1, -1, 11, -15, -0.7
[23] COCCCNC(=O)C1CC(=O)N(CCc2ccc(F)cc2)C1 (stereo unspecified)
    3.3, -1.6, ?, -1.7, -1.0, -1, 18, -18, -1.2
[24] COc1ccc(CC(=O)Nc2ccc3c(c2)CCC3)cc1
    0.2, nt, 4, -3.9, 1.0, 3, 9, -1, 0.1
[25] Cc1cc(C)nc(SC2CCCCC2NS(=O)(=O)c2ccc(Cl)cc2)n1 (stereo unspecified)
    0.4, nt, 1, 0.0, 0.4, -1, 4, 1, -4.0
[26] CCNc1nc(NCC)n2c(SC(C(=O)Nc3cc(C)ccc3C)c3ccccc3)nnc2n1 (stereo unspecified)
    0.1, nt, 2, 2.1, -0.3, 3, 11, 0, -0.5
[27] Cc1c(C(=O)O)sc(S(=O)(=O)N2CCN(C(=O)CCc3ccccc3)CC2)c1C(=O)O
    5.3, -3.5, 6, nt, 1.1, 7, 7, -2, -1.0
[28] C=CCOc1ccc(Br)cc1CNCCO
    -0.4, nt, -7, 2.9, -1.9, -1, 7, -2, -3.4
[29] CC(C)(C)c1ccc(OCCCNCc2ccccc2)cc1
    -0.3, nt, -8, 0.0, -0.3, 10, -3, -2, -4.1
[30] CCOc1ccccc1NC(=O)CN1C(=O)CSC(C)C1=O (stereo unspecified)
    -0.4, nt, -2, nt, -2.4, 1, -8, -2, -3.9
[31] O=C1COc2ccc(C(=O)COC(=O)CCSc3ccc(Cl)cc3)cc2N1
    -0.2, nt, -1, -0.3, nt, 1, 5, 4, 1.1
[32] O=C(CSc1nnc2ccccn12)Nc1nsc(-c2ccccc2)n1
    -1.3, nt, -14, -1.4, 0.0, 2, 3, 0, -3.0
[33] CC1CC(C)CN(C(=O)CCCn2c(=S)[nH]c3ccccc3c2=O)C1 (stereo unspecified)
    0.1, 3.2, -3, 2.5, 1.1, -1, 8, -4, -3.4
[34] C[C@@H]1CN([C@H](C)CO)C(=O)CCCn2nncc2CO[C@H]1CN(C)C(=O)Nc1ccc2c(c1)OCO2
    -0.5, -8.2&0.5, -4, nt, nt, 7, 18, 0, -0.4
[35] COc1ccc(N(CN2C(=O)c3ccccc3C2=O)C(=O)COc2ccc(Cl)cc2Cl)cc1
    0.4, 1.3, 5, -0.3, -1.2, -3, 8, -4, -1.0
[36] COc1ccccc1C(=O)N/N=C(\C)CC(=O)Nc1ccc2c(c1)OCCO2
    0.2, -4.2, 8, -0.4, 0.1, 2, 10, 1, nt
[37] CC(C)C(=O)Nc1ccc(C(=O)N2CCCCCC2)cc1
    -0.4, -2.9, -6, 1.5, 0.1, 2, 0, -5, -0.5
[38] COc1ccc(CCC(C)Nc2ccccc2F)cc1 (stereo unspecified)
    -0.4, nt, -11, -0.2, -1.2, 7, 3, -4, -1.6
[39] CC(C)(C)c1ccc(O)c(/C=N\O)c1
    nt, -1.4, nt, 0.9, 1.3, 4, 3, nt, -1.7
[40] O=C(NC1CC2CCCC(C1)N2C(=O)Nc1ccccc1F)C1CC1 (stereo unspecified)
    -0.2, 0.1, 1, -2.5, -2.1, -2, -10, 0, -5.0
[41] CCc1ccc(NC(=O)CCC(=O)Nc2nnc(C(F)(F)F)s2)cc1
    1.9, -0.8, -8, 0.5, 0.5, -3, 5, -1, 0.1
[42] NC(=O)NC(=O)CSc1nnc(-c2ccc(Cl)cc2)n1CC1CCCO1 (stereo unspecified)
    -1.0, nt, -6, 0.1, 0.2, 1, -1, 1, -0.8
[43] CN(O)/C=C/C(=O)c1ccc(Br)cc1
    1.4, nt, 1, 3.7, 0.5, 3, -4, -2, -1.3
[44] CC(=O)N1CCN(C(=O)c2ccc(Cl)c(S(=O)(=O)N3CCc4ccccc43)c2)CC1
    2.6, 0.5, -4, -0.1, -1.1, -1, -3, -2, 1.3
[45] O=C1/C(=C/c2ccccc2Cl)SC(=S)N1CCCC(=O)N(CCO)c1ccccc1
    -1.7, -1.0, -2, -1.3, -0.6, -2, 7, -4, nt

In the list so far, these have a tert-butyl group:
Second line of a record: BoNT-A LC inh2, BioA inh, BoNT F protease, Mtb UGM inh, PfHsp40 yeast, FBA Mtb inh, GDH-TPI inh, Anthrax LF inh2, FadD28 FP inh
[8] Cc1cc2c(NC(=O)Nc3ccc(C(C)(C)C)cc3)cccc2nn1
    ?, nt, ?, 0.4, -0.2, -1, 4, -21, -2.4
[29] CC(C)(C)c1ccc(OCCCNCc2ccccc2)cc1
    -0.3, nt, -8, 0.0, -0.3, 10, -3, -2, -4.1
[39] CC(C)(C)c1ccc(O)c(/C=N\O)c1
    nt, -1.4, nt, 0.9, 1.3, 4, 3, nt, -1.7

Further results.
Second line of a record: BoNT-A LC inh2, BioA inh, BoNT F protease, Mtb UGM inh, PfHsp40 yeast, FBA Mtb inh, GDH-TPI inh, Anthrax LF inh2, FadD28 FP inh
[46] COC(=O)c1ccc(CNC(=O)COC(=O)CCC(=O)c2ccc(F)cc2)cc1
    -1.9, -0.8, -10, -1.8, -1.1, -2, -2, -2, -2.0
[47] CC(C)CN(C(=O)CCC(=O)OCC(=O)c1ccc(F)c(F)c1)c1c(N)n(CC(C)C)c(=O)[nH]c1=O
    0.4, -1.2, 0, -1.0, -0.2, 1, -6, 1, -1.6
[48] CN1CCN(c2ccc([N+](=O)[O-])c(N/N=C3\CN4CCC3CC4)c2)CC1
    -1.3, 1.1, -4, 0.5, -1.3, -19, 0, -2, -0.5
[49] Cc1ccccc1-c1nc2cc(NC(=O)C3CC3)ccc2o1
    0.1, 0.1, -5, -2.3, 2.0, 107*, 16, 9, -2.5
[50] CCCCN(C)CCCNC(=O)CN1C(=O)COc2ccc(S(=O)(=O)N3CCOCC3)cc21
    1.9, 0.5, 7, 0.6, 0.8, -1, -1, 0, -2.4
[51] O=C(O)c1ccc(NS(=O)(=O)/C=C/c2ccccc2)cc1O
    5.4, -0.2, 4, 0.2, 1.0, 1, 4, 1, -1.3
[52] CCCCC1OC2(C)OC(=N)C1(C#N)C(C#N)(C#N)C2c1ccccc1 (stereo unspecified)
    1.4, nt, 12, -0.4, 0.6, 78*, 11, -1, 0.2
[53] CCCCc1ccc(NC(=O)COCC)cc1
    0.6, -3.7, -14, 0.7, 0.0, 0, 1, -2, -0.9
[54] CC1CCCCN1Cc1ccc(N)cc1 (stereo unspecified)
    -0.5, nt, -13, -0.4, 0.5, 1, -7, 0, -0.6
[55] Cc1ccc(NC(=O)c2cc3ccccc3o2)cc1S(=O)(=O)N(C)C
    0.6, 3.1, 7, nt, 0.9, 2, 7, 9, -1.8
[56] Cc1ccc(C(=O)Nc2nc(COc3ccccc3)cs2)s1
    0.0, nt, -3, -0.1, 5.9, 0, 9, -3, -5.3
[57] O=[N+]([O-])c1cccc(C2Nc3ccccc3CO2)c1 (stereo unspecified)
    -0.2, 0.3, -1, nt, nt, -4, 11, -4, -0.7
[58] COc1ccc(-c2nc(C(F)(F)F)c(OC)o2)cc1OC
    -2.6, -0.1, -21, -1.8, -0.1, 7, 6, -2, -0.6
[59] COc1ccc(-c2nnc(SCC(=O)N3CCCc4ccccc43)o2)cc1OC
    0.2, 0.2, -7, 0.3, -1.7, 2, 8, 3, -0.8
